# Integrin act MD – qHTS for Activators of Integrin-Mediated Alleviation for Muscular Dystrophy; alpha7betagal myoblasts, beta-gal FDG fluorescence, 48 h; AID 624291, 2012; Potency, µM (doses to about 38.3 µM), for inactives: at the top dose activation, hits mostly activators; 350,000 tested, 0.064% active;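 note: potency is the fitted concentration of half-maximal effect; 100% = response of the positive control SU9516; nearly all actives have a fitted effect of over 60% in size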
#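 alpha7betagal+/- myoblasts (passage 13, 250/well) treated 48 h at 37C with compounds at 1:260 dilution of DMSO stock. Lysed, then beta-galactosidase activity read as FDG fluorescence (ex 480/em 540) after 30 min, with pre-read for autofluorescence.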
# BCR signal inh – qHTS Assay to Find Inhibitors of Chronic Active B-Cell Receptor Signaling; ABC-DLBCL IkBa-CBG/CBR reporter, luminescence ratio, 4 h; Potency, µM (series often up to 46.1 µM), for the others: top-dose ratio change, negative = lower green/red ratio, actives largely listed as inhibitors; 340,000 tested, 0.05% active; active = well fitted inhibition curve with a large enough effect in the signal ratio, with a control signal flat, not every such curve was filed as active; inconclusive = small, poorly fitted or top-dose-only effect, or effect the other way, or a change in a side signal; the % refers to the signal ratio;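 note: potency is the fitted concentration of half-maximal effect; plate controls were basal doxycycline-induced cells for no effect and cells given 10 µM MG132 for full effect; MG132 reads +100%, hits lower the ratio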
#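 Doxycycline induced both beetle luciferases in TMD8 lymphoma cells; IKK-driven degradation limits the IkappaBalpha-fused green signal, while red luminescence normalises for cell number and nonspecific effects. Compounds tested up to 46 uM, 4 hrs.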
# Menin-MLL TR inh – qHTS Assay for Inhibitors Targeting the Menin-MLL Interaction in MLL Related Leukemias: Competition With Texas Red Labeled MLL-derived Mutant Peptide | O00255 | Menin + Texas Red MLL mutant peptide, fluorescence polarization | Potency, µM (highest dose often 61.6 µM), for the others: at the highest dose FP activity change, negative = inhibition, most hits filed as inhibitors | 270,000 tested, 0.23% active | AID 1768, 2009; active = well fitted inhibition curve with a large enough effect in the polarisation, with a control signal flat, not every such curve was filed as active; inconclusive = small, poorly fitted or top-dose-only effect, or effect the other way, or a change in a side signal; inactive = no such curve, though single readings can be large or run the other way; the % refers to the polarisation; note: potency is the fitted concentration of half-maximal effect; % of control where 0% means no effect; many of its hits are not listed in these tables
# B2AR arrestin – qHTS assay of beta-arrestin-biased ligands of beta2-adrenergic receptor; Beta-2 adrenergic receptor (Homo sapiens), P07550; beta-arrestin recruitment to beta2AR, cell-based reporter; Potency, µM (series often up to 46.1 µM), inactives show top-dose activation, actives largely listed as activators; 330,000 tested, 0.02% active;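 note: potency is the fitted concentration of half-maximal effect; 0% = DMSO controls and full agonism = EC100 isoproterenol or metaproterenol; nearly all actives have a fitted effect of over 65% in size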
# GALK inhibitor – qHTS Assay for Inhibitors of Human Galactokinase (GALK). P51570. Purified GALK, Kinase-Glo residual ATP luminescence. Potency, µM (doses to about 57.5 µM), inactives show top-dose activity change, negative = inhibition, actives largely listed as inhibitors. 270,000 tested, 0.007% active; note: potency is the fitted concentration of half-maximal effect; % is set by controls: 0 for no effect and ±100 for the full control effect
#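 ATP-depletion format; final 35 uM ATP, 100 uM D-galactose, 5 nM enzyme; pH 8.0 HEPES/Mg2+ buffer; 60 min RT; luminescence read 10 min after detection reagent.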
# Tb PFK inh – qHTS Assay to Find Inhibitors of T. brucei phosphofructokinase | Potency, µM (doses to about 57.5 µM), inactives show top-dose activity, negative = inhibition, actives largely listed as inhibitors | ATP-dependent 6-phosphofructokinase (Trypanosoma brucei brucei), O15648 | 330,000 tested, 0.17% active | T. brucei PFK, ADP-Glo luminescence;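 note: potency is the fitted concentration of half-maximal effect; 0% = uninhibited 1x PFK enzyme wells and -100% = no-enzyme wells; nearly all actives have a fitted effect of over 60% in size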
#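 PFK 1.25 nM, F6P 0.5 mM, ATP 0.1 mM, 0.1 M TEA pH 8.0, 5 mM MgCl2, 0.01% Tween20, 0.1% BSA; 45 min RT. ADP-Glo readout. qHTS titration up to 57 uM; curves fitted, compounds curve-classed.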
# PTAP TSG101 blk – qHTS Assay for Iinhibitors of HIV-1 Budding by Blocking the Interaction of PTAP/TSG101; Fluorescence polarization, FITC-PTAP peptide / Tsg101 binding; Potency, µM (titrated, usually from 115 µM), inactives show top-dose activity change, negative = inhibition, actives largely listed as inhibitors; 340,000 tested, under 10 active; active = well fitted inhibition curve with a large enough effect in the main read-out, with a control signal flat, not every such curve was filed as active; inconclusive = small, poorly fitted or top-dose-only effect, or effect the other way, or a change in a side signal; inactive = no such curve, though single readings can be large or run the other way; note: potency is the fitted concentration of half-maximal effect; % of control where 0% means no effect
# Target sequence (Q99816 whole entry, looked up): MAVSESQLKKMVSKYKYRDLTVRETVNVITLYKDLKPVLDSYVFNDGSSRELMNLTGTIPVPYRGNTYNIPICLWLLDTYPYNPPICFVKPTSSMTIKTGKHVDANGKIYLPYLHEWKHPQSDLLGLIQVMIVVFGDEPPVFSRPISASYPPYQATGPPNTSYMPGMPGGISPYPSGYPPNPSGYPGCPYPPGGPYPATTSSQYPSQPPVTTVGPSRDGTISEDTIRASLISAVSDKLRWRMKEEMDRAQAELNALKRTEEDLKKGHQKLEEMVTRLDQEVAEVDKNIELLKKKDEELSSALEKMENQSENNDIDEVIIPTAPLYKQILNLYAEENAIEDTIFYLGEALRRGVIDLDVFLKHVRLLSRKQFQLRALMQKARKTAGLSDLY
#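 Fluorescence anisotropy tracks displacement of a FITC-tagged PTAP peptide (50 nM) from the Tsg101 binding domain (10 uM), following a 20 min room-temperature incubation at pH 7.5.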
# Coupling enz – qHTS Assay for Inhibitors of Fructose-1,6-bisphosphate Aldolase from Giardia Lamblia: Coupling assay counterscreen; coupling enzyme system counterscreen, AmpLite Red fluorescence; activity change, negative = inhibition, % at 58.2 µM, hits read low; AID 2472, 2010; 290,000 tested, 0.67% active; in the data active = activity change below about -30%; note: % is set by controls: 0 for no effect and ±100 for the full control effect
#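 Coupling enzymes only (glyceraldehyde-3-phosphate) + compound, at 57.5 uM final, 10 min RT; add substrate/coupling/AmpLite Red mix, 20 min RT; fluorescence ex 525/em 598 nm. Actives flag coupling-system interference.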
# S-ASM inh – Inhibitors of Secretory Acid Sphingomyelinase (S-ASM): qHTS | 340,000 tested, 0.006% active | Sphingomyelin phosphodiesterase (Homo sapiens), P17405 | Potency, µM (titrated, usually from 57.5 µM), inactives show at the highest dose activity change, negative = inhibition, hits mostly inhibitors | placental ASM, HMU-PC fluorogenic substrate, 60 min; note: potency is the fitted concentration of half-maximal effect
# Target sequence (P17405 47-631 limits assumed): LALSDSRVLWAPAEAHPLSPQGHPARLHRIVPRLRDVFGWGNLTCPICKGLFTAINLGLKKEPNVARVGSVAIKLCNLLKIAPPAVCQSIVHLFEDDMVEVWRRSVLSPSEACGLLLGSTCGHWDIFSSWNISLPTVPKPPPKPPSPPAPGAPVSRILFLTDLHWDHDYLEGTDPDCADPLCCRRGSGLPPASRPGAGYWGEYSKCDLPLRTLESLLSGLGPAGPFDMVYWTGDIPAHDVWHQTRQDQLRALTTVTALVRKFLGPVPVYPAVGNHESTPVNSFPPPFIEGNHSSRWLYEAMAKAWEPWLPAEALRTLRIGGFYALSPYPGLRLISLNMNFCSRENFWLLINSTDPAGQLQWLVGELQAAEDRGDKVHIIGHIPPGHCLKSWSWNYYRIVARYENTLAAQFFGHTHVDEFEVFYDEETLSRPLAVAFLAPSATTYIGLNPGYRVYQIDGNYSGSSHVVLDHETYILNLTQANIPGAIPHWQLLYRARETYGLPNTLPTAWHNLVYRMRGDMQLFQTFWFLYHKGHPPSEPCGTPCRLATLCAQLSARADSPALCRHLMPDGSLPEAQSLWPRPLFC
#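 Human placenta-derived ASM enzyme was preincubated with compound for 10 minutes at room temperature, then given fluorogenic substrate HMU-PC0 (9 uM final) for 60 minutes at 37 °C; a pH 10 stop preceded fluorescence reading at Ex 386/Em 447 nm.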
# Giardia kill – Small Molecules that selectively kill Giardia lamblia: qHTS; Giardia lamblia trophozoite viability; AID 540267, 2011; activity change, % at 7.66 µM, hits read low; 340,000 tested, 0.15% active; in the data active = activity change below about -80%; inconclusive = between about -30% and that limit;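 note: parasites exposed to compound for two days anaerobically before the ATP read; % is set by controls: 0 for no effect and ±100 for the full control effect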
#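 Giardia lamblia trophozoites (100 cells/well) were incubated with compounds for 48 h at 37 deg C under anaerobic conditions. Viability was read as ATP content by one-step luminescence after 15-30 min at room temperature.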
# PKM2 act – qHTS Assay for Activators of Human Muscle isoform 2 Pyruvate Kinase | Potency, µM (doses to about 57.5 µM), inactives show top-dose activation, actives largely listed as activators | Pyruvate kinase PKM (Homo sapiens), P14618 | purified PKM2, Kinase-Glo ATP luminescence, activation; response scale: 0% is enzyme alone, no compound | 260,000 tested, 0.34% active | AID 1631, 2009; note: potency is the fitted concentration of half-maximal effect; % is set by controls: 0 for no effect and ±100 for the full control effect; nearly all actives have a fitted effect of over 55% in size
#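 Purified hPK-M2 (>95% pure) converted ADP (0.1 mM final) to ATP with 0.5 mM PEP in 50 mM imidazole pH7.2, KCl, MgCl2, Tween 20, BSA; 1 h at room temperature. ATP detected by Kinase-Glo luminescence.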
# * = called active by the depositor; ? = inconclusive; nt = no result given; [ ] = remark or other dose. Unless noted, calls come from the whole dose curve; as a rule, active = well fitted curve in the direction sought with a large enough effect; inconclusive = small, poorly fitted or top-dose-only effect, or another doubt; inactive = no such curve, though single readings can be large; an effect the other way counts as inactive or inconclusive. The list is partial; count on the stated rates, not on these rows.
SMILES,Integrin act MD,BCR signal inh,Menin-MLL TR inh,B2AR arrestin,GALK inhibitor,Tb PFK inh,PTAP TSG101 blk,Coupling enz,S-ASM inh,Giardia kill,PKM2 act
NC(=O)c1ccc(NCCCN2CCOCC2)c([N+](=O)[O-])c1,9%,1%,-1%,-0.2%,6%,-2%,-7%,0,0%,2,0%
Cc1cccc(CN2CCc3c([nH]c4ccccc34)C2)c1,-13%,3%,14%,4.0%,nt,6%,-1%,1,8%,8,nt
C#CCSc1nnc(-c2cc3c(C(F)(F)F)nn(C)c3s2)n1C,15%,7%,nt,-0.4%,0%,-4%,-2%,0,0%,-13,6%
CSc1ccc(C(=S)N2CCN(Cc3ccccc3)CC2)cc1,13%,?,-4%,-0.5%,2%,?,-2%,0,-1%,-2,-3%
CCNC(=S)N/N=C/c1ccc(F)cc1,nt,?,1%,0.0%,1%,-10%,nt,-1,nt,nt,6%
Cc1ccn2c(=O)nc(SCC(=O)NCc3ccccc3Cl)nc2c1,29%,?,nt,-0.6%,nt,2%,2%,nt,nt,-11,nt
C=C(C)COc1ccc(-c2[nH]ncc2Oc2ccccc2OCC)c(O)c1,-46%[inhibitor],?,?,-0.2%,-2%,0%,-15%,-3,0%,4,-3%
Cc1c(NC(=O)c2ccc(S(=O)(=O)Nc3ccccc3F)cc2)c(=O)n(-c2ccccc2)n1C,-3%,0%,nt,-0.4%,nt,0%,-2%,nt,4%,-17,nt
Cc1ccc2c(C)c(C(=O)NCCN3CCCC(O)C3)oc2c1C (stereo not given),-4%,-5%,nt,0.0%,5%,2%,0%,nt,-2%,-11,nt
COc1ccc(NC(=O)C2(c3ccc(NC(=O)c4ccc(OC(C)=O)cc4)cc3)CCCC2)cc1,-4%,-9%,13%,0.4%,5%,-3%,-16%,0,-1%,-1,-4%
COc1ccc(CNC(=O)CCC(=O)Nc2nnc(C(C)C)s2)cc1,24%,?,nt,-0.6%,-6%,1%,0%,-1,5%,-20,-2%
O=C(CN1C(=O)/C(=C/c2ccc(F)cc2)SC1=S)N1CCN(CCc2ccccn2)CC1,-44%,0%,nt,0.2%,-8%,3%,2%,nt,-10%,-14,nt
Cc1ccc2[nH]c3c(=O)n4c(nc3c2c1)SCC4,-37%,?,9%,0.3%,5%,-7%,-3%,-1,-2%,7,-16%
COc1ccc(CN(CC(=O)NC2CCCCC2)C(=O)CCC(=O)Nc2nccs2)cc1,2%,5%,?,-0.2%,-1%,1%,-5%,-1,-1%,-9,nt
CC1CC(C)CN(C(=O)Cn2ncc3c([nH]c4ccccc43)c2=O)C1 (stereo not given),-10%,2%,10%,-1.1%,0%,4%,2%,2,-2%,-9,0%
O=C(c1ccccc1CCc1ccccc1)N1CCN(c2ccccn2)CC1,-21%,6%,-5%,0.0%,-1%,0%,-1%,3,-8%,-1,5%
Nc1ccc(-c2nc3cc(N)ccc3n2CCO)cc1,4%,-1%,nt,0.2%,-1%,1%,-2%,-11,14%,-20,14%
COc1ccccc1CNc1ccc2c(c1)CCC2,-38%[inhibitor],1%,?,2.5%,0%,5%,-4%,0,18%,2,-1%
CCOC(=O)c1c(C)[nH]c(C(=O)COc2ccc3ccc(=O)oc3c2)c1C,0%,1%,nt,1.5%,nt,-1%,2%,nt,288%[activator],-3,nt
O=C(CNC(=O)c1ccc2c(c1)OCCO2)N/N=C/c1ccc(O)cc1O,23%,-23%,4%,-1.0%,-2%,-4%,-2%,5,25%,-5,2%
COc1ccc(C(C(=O)NC(C)(C)C)N(C(=O)CCC(=O)Nc2ccccn2)C2CCCCC2)cc1 (stereo not given),13%,7%,?,-0.8%,6%,-1%,-1%,-1,1%,2,-5%
O=C(Nc1ccc2c(c1)OCO2)OCc1ccccc1,17%,?,6%,0.2%,1%,3%,-8%,0,4%,6,0%
CC1CCCC(NC(=O)CCCn2c(=O)[nH]c3cc(Cl)ccc3c2=O)C1C (stereo not given),-8%,?,-17%,0.4%,3%,3%,-3%,-1,0%,-16,0%
Cc1ccc(N(CN2CCCC2=O)C(=O)c2ccccc2)cc1,14%,-2%,-1%,-0.1%,0%,1%,1%,-1,3%,-2,1%

# Quoted at random: 3 compounds from above, in no set order.
SMILES,Integrin act MD,BCR signal inh,Menin-MLL TR inh,B2AR arrestin,GALK inhibitor,Tb PFK inh,PTAP TSG101 blk,Coupling enz,S-ASM inh,Giardia kill,PKM2 act
CC1CCCC(NC(=O)CCCn2c(=O)[nH]c3cc(Cl)ccc3c2=O)C1C (stereo not given),-8%,?,-17%,0.4%,3%,3%,-3%,-1,0%,-16,0%
O=C(c1ccccc1CCc1ccccc1)N1CCN(c2ccccn2)CC1,-21%,6%,-5%,0.0%,-1%,0%,-1%,3,-8%,-1,5%
Nc1ccc(-c2nc3cc(N)ccc3n2CCO)cc1,4%,-1%,nt,0.2%,-1%,1%,-2%,-11,14%,-20,14%

# Remaining list, next part:
SMILES,Integrin act MD,BCR signal inh,Menin-MLL TR inh,B2AR arrestin,GALK inhibitor,Tb PFK inh,PTAP TSG101 blk,Coupling enz,S-ASM inh,Giardia kill,PKM2 act
O=C(NC(=S)Nc1cc([N+](=O)[O-])ccc1O)c1ccc2c(c1)OCO2,9%,?,?,-0.5%,2%,3%,1%,-3,nt,?,-1%
O=[N+]([O-])c1cccc2nc(-c3ccccc3)c(-c3ccccc3)nc12,-45%[inhibitor],5%,?,-0.3%,nt,1%,-2%,3,-9%,1,nt
Cc1cc2ncn(S(=O)(=O)c3ccc(S(=O)(=O)N4CCOCC4)cc3)c2cc1C,?,0%,0%,-1.5%,0%,-17%,-9%,2,7%,-4,-3%
COc1ccccc1N1CCN(C(=O)c2cc(C)oc2C)CC1,-3%,-11%,-3%,0.1%,1%,-2%,-3%,-4,9%,4,11%
CCOC(=O)CSCC(=O)Nc1ccc(S(=O)(=O)N2CCCCC2)cc1,16%,-7%,5%,0.1%,1%,0%,0%,-1,4%,8,-4%
COc1ccc(-n2ccsc2=S)cc1,45%,1%,-2%,-0.2%,-1%,-2%,-6%,2,4%,-15,-1%
COCCCNC(=S)Nc1ccc2c(c1)OCCO2,-12%,-18%,8%,-0.1%,-1%,7%,-3%,3,6%,6,3%
COc1ccccc1CNC(=O)c1cc(S(=O)(=O)N2CCCCC2)c[nH]1,11%,-7%,-16%,-0.3%,nt,-2%,0%,0,4%,15,4%
CC(=O)c1sc(=S)n(-c2ccccc2)c1C,-6%,-5%,nt,-0.5%,1%,2%,-3%,4,0%,-20,5%
Cc1ccc(S(=O)(=O)NCc2ccncc2)c(C)c1C,-37%[inhibitor],?,-3%,-0.3%,1%,-5%,-2%,-13,6%,2,-11%
Cc1ccc(-n2nnnc2CSc2nnc(-c3ccc(O)cc3)o2)cc1,-21%,6%,7%,4.1%,0%,-1%,2%,1,0%,-20,0%
CCc1ccccc1N1C(=O)CC(N2CCc3ccccc32)C1=O (stereo not given),5%,?,17%,-1.0%,4%,0%,-5%,0,-3%,1,4%
CCOC(=O)c1ccc(N2CN(CC)CNC2=S)cc1,-17%,?,0%,-0.1%,0%,-2%,0%,5,6%,-5,-1%
COc1ccc(CC(=O)OCC(=O)c2ccc(F)cc2)cc1,1%,0%,nt,0.4%,nt,-8%,-1%,nt,0%,-2,nt
COCCNC(=O)CSc1nc(-c2ccc(OC)c(OC)c2)cc(C(F)(F)F)n1,-3%,-14%,-8%,0.0%,1%,-9%,1%,1,112%[activator],1,-2%
COc1ccc(NC(=O)C(C)N=C2NS(=O)(=O)c3ccccc32)cc1S(N)(=O)=O (stereo not given),-21%,0%,nt,-0.2%,nt,-6%,-2%,nt,1%,8,nt

# High-throughput results as filed in PubChem BioAssay.
